NOD1 NF-kB reporter = NOD1 signaling inhibitors, primary screen, cell-based, luminescence, uHTS (AID 1578); NOD1-driven NF-kB luciferase reporter cells, luminescence; higher % means a stronger effect; inhibition, % at 4 µM, or EC50 in µM where a hit was titrated; 290,000 compounds, 1% hits; in the data active = inhibition mostly above about 36%, no sharp cut-off; inactive = mostly below about 34%;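 note: HEK-293T reporter cells stimulated with the NOD1 agonist gamma-tri-DAP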
Dynein transport = blocks dynein driven cargo transport along microtubules; 3617.4 mouse cells, GR-EGFP nuclear translocation imaging; test concentration mostly 20 µM; stimulated with dexamethasone, 1 µM; stronger effect = lower value; z-score, hits read low; 220,000 compounds, 0.47% hits; AID 1381;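 active = plate z-score of nuclear minus cytoplasmic receptor signal below a set negative limit, without overly bright fluorescence or cell loss, cut at about -3.5 in these data, passing the limit was not always enough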;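 note: z-score of nuclear minus cytoplasmic ring GR-EGFP intensity difference per well; some compounds called inactive have numbers as strong as hits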
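medium = tetracycline-free induction medium containing charcoal-stripped FBS | also added = 1.0 µM final dexamethasone stimulus | schedule = 48 h induction, 1 h compound, 30 min dex at 37 °C | technique = fixed, Hoechst-stained cells imaged at 10x for EGFP | measure = GR-EGFP nuclear translocation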
P. falciparum M17LAP = P. falciparum M17LAP inhibitors, primary screen, biochemical, fluorogenic H-Leu-NHMec substrate, 1536-well (AID 1619); recombinant M17LAP, H-Leu-NHMec fluorogenic kinetic assay; higher % means a stronger effect; inhibition, % at 30 µM; hits with a dose series show IC50 in µM; 220,000 compounds, 0.38% hits;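 active = compound inhibiting the enzyme by more than half at any dose during confirmatory dose-response retesting; inconclusive = strong single-dose inhibitors picked by rank but not retested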;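 note: plate controls were full reaction with DMSO carrier for no effect and no enzyme background for full effect; strong numbers were not always called active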
KOR beta-arrestin-1 = kappa opioid receptor activators – cell-based, luminescence, uHTS, primary screen (AID 1777). KOR beta-arrestin recruitment, luminescence; higher % means a stronger effect. activation, % at 10 µM; hits with a dose series show EC50 in µM. 280,000 compounds, 0.02% hits; in the data active = activation above about 50%, passing the limit was not always enough; note: a part of the inactive calls stands beside numbers as strong as those of hits
KOR beta-arrestin-2 = KOR antagonists, beta-arrestin recruitment, cell-based, luminescence, uHTS (AID 1778); 290,000 compounds, 0.091% hits; KOR beta-arrestin recruitment, luminescence, antagonist mode; higher % means a stronger effect; inhibition, % at 10 µM; hits with a dose series show IC50 in µM; note: strong numbers were not always called active
M1AAP inhibition = malaria alanyl aminopeptidase activity blockers – biochemical, fluorogenic H-Leu-NHMec substrate, 1536-well (AID 1445); 220,000 compounds, 0.42% hits; inhibition, % at 30 µM, or IC50 in µM where a hit was titrated; recombinant M1AAP, H-Leu-NHMec fluorogenic kinetic assay; higher % means a stronger effect;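 active = primary inhibition above the hit cutoff, then over 50% inhibition at one or more dose response concentrations, cut at about 23% in these data, passing the limit was not always enough; inconclusive = conflicting primary data, or primary hits not chosen for dose response; inactive = low primary inhibition, or under 50% at every dose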;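 note: plate controls were DMSO full reaction for no effect and no enzyme background for full effect; strong numbers were not always called active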
AID2073 = inhibitors of Mint1-CaV2.2 protein interaction, biochemical, HTRF (AID 2073) | HTRF protein-protein interaction, Mint1-CaV2.2; higher % means a stronger effect | 290,000 compounds, 0.19% hits | inhibition, % at 20 µM; hits with a dose series show IC50 in µM; in the data active = inhibition mostly above about 51%, no sharp cut-off; inconclusive = no clear call, values can overlap the other calls; inactive = mostly below about 53%; note: some results filed as inactive read as strong as hits
HEK293 NOD2/NF-kB = NOD2 signaling inhibitors, cell-based, luminescence, uHTS, HEK293 (AID 1566). HEK293 NOD2/NF-kB luciferase reporter, luminescence; higher % means a stronger effect. one-dose inhibition, % at 4 µM; EC50 in µM for titrated hits. 290,000 compounds, 0.63% hits; note: many of its hits are not listed in these tables
GPR55 beta-arrestin = GPR55 agonists via beta-arrestin recruitment, primary screen, imaging, U2OS cells, beta-arrestin-GFP redistribution (AID 1961); U2OS GPR55 beta-arrestin-GFP redistribution imaging; higher % means a stronger effect; 290,000 compounds, 0.048% hits; one-dose activation, % at 10 µM; EC50 in µM for titrated hits;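 active = activation above 40% with more than 50 cells counted in the well; inconclusive = wells holding fewer than 50 cells, flagged as toxic or sparse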;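 note: U2OS osteosarcoma cells stably expressing GPR55 and beta-arrestin-GFP; plate controls were DMSO negative control for no effect and LPI positive control for full effect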
Dynein transport cytoplasmic EGFP = recorded beside Dynein transport, whose call it bears; z-score; measured here: cytoplasmic GR-EGFP intensity; stronger effect = higher value
Dynein transport nuclear GR-EGFP = second read-out of Dynein transport, no call of its own (marks repeat the call); z-score; measured here: nuclear GR-EGFP intensity;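 lower value marks the stronger effect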
Dynein transport cell count = also measured in Dynein transport; calls as there; z-score; measured here: cell count per field
Active calls of the source: *; ? = inconclusive; . = no result given; [ ] = remark or other dose. Cut-off read from the data, not from the text of the source, unless noted: active = inhibition above about 50%; inactive = the rest. The list is partial (hit frequency here may not be typical).

SMILES	NOD1 NF-kB reporter	Dynein transport	Dynein transport cytoplasmic EGFP	Dynein transport nuclear GR-EGFP	Dynein transport cell count	P. falciparum M17LAP	KOR beta-arrestin-1	KOR beta-arrestin-2	M1AAP inhibition	AID2073	HEK293 NOD2/NF-kB	GPR55 beta-arrestin
CCOC(=O)Cn1c(=NC(=O)C2CC2)sc2c(C)cc(C)cc21	3%	0.14	-0.27	0.51	0.96	-7%	1.7%	32%	-5%	11%	-43%	-0.1%
C(=N\n1cnnc1)/c1ccc(N2CCOCC2)cc1	6%	1.6	-0.13	0.8	-0.62	15%	2.1%	3%	8%	26%	13%	-0.2%
C=CCn1c(CNC(=O)c2ccccc2C)nnc1SCC(=O)NC1CCCC1	-19%	0.46	-0.24	0.2	0.48	3%	-0.9%	5%	3%	-5%	21%	0.5%
Cc1c(C(=O)NC2CCCCC2)oc2ccccc12	-32%	.	.	.	.	.	0.5%	22%	.	10%	-21%	0.2%
O=C(/C=C\c1ccc2c(c1)OCO2)Nc1c2c(nn1-c1ccc(Cl)cc1)CSC2	-21%	-0.6	-0.21	0.45	0.37	6%	-0.6%	14%	7%	16%	-11%	0.8%
COc1ccc(OC)c(N=Cc2c(O)[nH]c3ccccc23)c1	3%	-0.69	-0.32	-0.15	0.25	1%	3.6%	-43%	5%	11%	-33%	0.2%
CCN(CCCNC(=O)C1CCCN(S(=O)(=O)CC)C1)c1cccc(C)c1 (centres undefined)	.	-0.19	-0.25	0.014	-0.37	2%	4.0%	-24%	10%	5%	6%	-0.3%
COc1ccc(Cc2noc(CN3CCN(C4CCc5ccccc5C4)CC3)n2)cc1OC (centres undefined)	20%	-0.15	-0.25	0.034	0.17	11%	.	-49%[20 µM]	2%	25%	4%	0.3%
COc1ccccc1N1CCN(C(=O)c2c(-c3ccccc3)noc2C)CC1	-11%	-0.48	-0.25	-0.043	0.67	4%	4.0%	-13%	-3%	-1%	-57%	-0.2%
CCOc1ccccc1N1CC(C(=O)Nc2cccc(S(=O)(=O)N3CCCCC3)c2)CC1=O (centres undefined)	-29%	-0.029	-0.19	0.32	1.4	-2%	-2.8%	-1%	2%	22%	10%	-0.4%
C=C(C)C(=O)OCCCCCCOc1ccc(C(=O)O)cc1	-10%	.	.	.	.	40%	-1.5%	-8%	10%	2%	22%	-0.1%
O=C(C1=C[C@H](c2coc3ccccc3c2=O)C[C@H](OCCCCO)O1)N1CCN(Cc2ccccc2)CC1	-17%	-0.42	-0.18	0.067	0.04	2%	-2.8%	-7%	2%	6%	1%	-0.2%
CCCCN(C(=O)CSc1nnc(Nc2ccccc2)s1)c1c(N)n(CCC)c(=O)[nH]c1=O	-14%	0.25	-0.22	-0.21	0.33	3%	-5.8%	3%	3%	15%	12%	0.9%
COc1cc(N=Cc2c(CO)cnc(C)c2O)cc(OC)c1OC	-4%	.	.	.	.	.	3.2%	-12%	.	-12%	11%	-0.2%
Cc1ccc(Cl)cc1Nc1nc(N2CCOCC2)nc(N2CCOCC2)n1	6%	.	.	.	.	.	-5.1%	-20%	.	2%	21%	-0.3%
O=C(Nc1cnc2sccn2c1=O)c1ccccc1Cl	-15%	2.1	-0.39	1	-0.24	-13%	-8.2%	6%	2%	7%	-23%	-0.2%
COc1ccc(-n2c(C)cc3cc(OC(C)=O)ccc32)cc1	-16%	.	.	.	.	.	-5.2%	21%	.	4%	10%	-0.2%
O=C(NC1CCCCCCC1)c1ccc(Br)o1	-47%	.	.	.	.	.	-3.3%	1%[20 µM]	.	4%	-39%	-0.2%
COC(=O)c1c[nH]n2c(=O)cc(CCl)nc12	-18%	0.85	-0.1	1.1	0.41	-27%	-3.5%	22%	1%	12%	9%	-0.3%
O=C(CSc1nnc(CNC(=O)c2ccccc2F)o1)Nc1ccc2c(c1)OCO2	-22%	0.12	-0.25	0.055	0.21	1%	1.9%	-7%	6%	12%	6%	0.1%
COc1ccccc1CC(=O)Nc1ccc(F)cc1F	6%	0.033	-0.16	-0.29	0.63	16%	3.5%	-26%	3%	-12%	16%	0.8%
CCN(CC)c1ccc(NC2=C(Cl)C(=O)c3ccccc3C2=O)cc1	47%	-4.4*	0.95*	-2.8*	0.8*	4%	-4.5%	3%	9%	-18%	-58%	-0.2%
CCO[C@H]1OC(C(=O)NCc2nc3ccccc3[nH]2)=C[C@@H](C2CCCCC2)[C@@H]1CCCO	-25%	-0.035	-0.29	0.26	-0.042	28%	-5.3%	3%	4%	12%	13%	0.6%
CCOCc1[nH]c(=S)[nH]c(=O)c1Cc1ccc(OCC(C)C)cc1	-20%	-1	-0.21	-0.8	1.6	4%	.	-8%[20 µM]	7%	-1%	27%	-0.1%
CCn1cc(Br)c(C(=O)NN)n1	2%	0.34	-0.34	0.39	-0.21	-4%	1.0%	-24%	6%	0%	4%	-0.1%
Cc1cccc(NC(=O)CN(C)S(=O)(=O)c2ccc(-c3ccc(=O)[nH]n3)s2)c1C	15%	.	.	.	.	.	-1.5%	3%	.	16%	-12%	-0.1%
COc1cc(O)c(C(CC(=O)N2CCCCC2)c2cc(OC)c(OC)c(OC)c2)c(OC)c1 (centres undefined)	10%	0.55	-0.73	0.28	-0.22	3%	-0.8%	24%	-4%	8%	18%	0.7%
Cc1ccccc1C(=O)Nc1ccc2c(c1)CCCN2C(=O)c1cccs1	0%	.	.	.	.	.	6.8%	-23%	.	-4%	-56%	0.3%
O=C(N/N=C/c1ccco1)c1cccc([N+](=O)[O-])c1	-28%	-0.076	-0.31	-0.089	-0.27	18%	3.0%	-14%	6%	-7%	-1%	-0.1%
COc1cccc(NC(=O)CCN2CCN(c3ccccc3F)CC2)c1	-3%	-1.6	0.7	-0.77	1.4	-7%	-1.8%	-26%	-4%	5%	11%	-0.1%
Cc1nc(N2CCOCC2)nc2c1CCCC2	-7%	-0.39	-0.23	-0.3	0.32	-3%	-4.9%	17%	5%	8%	2%	0.6%
Cc1nc(-c2cccc(Br)c2)ccc1C(=O)O	-39%	0.2	-0.35	0.41	0.23	4%	-0.5%	-4%	-2%	4%	-16%	-1.1%
CC1(C)CC(NC(=O)c2ccc(Br)o2)CC(C)(C)N1	-9%	.	.	.	.	.	-1.9%	-9%	.	6%	14%	?
O=C(N/N=C/c1ccc(OC(F)F)cc1OC(F)F)c1cccc(S(=O)(=O)N2CCOCC2)c1	-19%	0.34	-0.31	0.37	-0.36	8%	-0.6%	-14%	10%	8%	10%	0.1%
CC1(C)C2CC=C(/C=N/NC(=S)NCCc3ccccc3)C1C2 (centres undefined)	-18%	-0.72	-0.0052	0.0055	0.62	7%	4.1%	16%	6%	-3%	1%	0.4%
OCCCNc1nc(-c2ccc(Cl)cc2)nnc1-c1ccc(Br)cc1	-8%	1.9	-0.11	1.3	-1.4	3%	3.1%	-41%	9%	28%	32%	-0.1%
Cc1ccc2nc(/C(C#N)=N/O)[nH]c2c1	-23%	0.85	-0.18	0.9	-0.66	15%	-1.9%	10%	8%	2%	0%	0.1%
COc1ccc(NC(=O)C2CCC(=O)N2C(=O)OCc2ccccc2)cc1 (centres undefined)	45%	.	.	.	.	.	4.1%	-57%	.	12%	11%	0.2%
CCCCc1nc2ccc(S(=O)(=O)O)cc2[nH]1	8%	-0.62	-0.27	-0.28	0.86	5%	-0.9%	24%	1%	0%	26%	-0.1%
Cc1nc(-c2ccc(C(=O)Nc3ccccc3F)cc2)cs1	-19%	1.2	-0.089	0.94	-0.93	-3%	-0.5%	-28%	-3%	-1%	7%	0.2%
CC(=O)c1c(C)n(C)c2ccc(OC(=O)c3ccco3)cc12	12%	-0.73	-0.2	-0.63	-0.38	-9%	-2.8%	-12%	2%	-5%	16%	-0.1%
COc1ccccc1OCCCCn1c(C(C)O)nc2ccccc21 (centres undefined)	-22%	.	.	.	.	.	-2.3%	8%	.	-1%	7%	0.3%
Cc1ccccc1NC(=O)Cc1nnc(SCC(=O)Nc2ccccc2)n1C	20%	0.052	-0.29	0.24	0.38	5%	-0.2%	-49%[20 µM]	8%	-10%	16%	0.2%
CCn1c(SCC(=O)Nc2ccccc2C)nc2nc3c(cc2c1=O)COC(C)(C)C3	4%	-0.095	-0.27	-0.11	-0.23	1%	1.1%	-3%	13%	-4%	22%	-0.1%
COc1cc(C(=O)N2CCC(O)(c3ccccc3)CC2)cc(OC)c1OC	4%	-0.27	-0.27	0.52	1.4	15%	-2.1%	6%	4%	-2%	10%	-0.1%
COc1ccc(C(CNC(=O)Cc2ccccc2Cl)N2CCCCC2)cc1 (centres undefined)	-22%	.	.	.	.	.	-2.2%	-32%	.	-6%	11%	0.3%
COC(=O)C/C=C/[C@@H](C)[C@@H](/C=N/OC[C@H]1O[C@H](c2ccccc2)C=C[C@@H]1Oc1ccc(OC)cc1)OC	-29%	-0.65	-0.27	0.072	0.75	-9%	-2.4%	0%	-2%	19%	-8%	-0.3%
O=C1CC(C(=O)O)S/C(=N\NC(=O)c2ccccc2)N1 (centres undefined)	-6%	0.15	-0.17	-0.063	-0.52	7%	-1.7%	15%	-1%	18%	9%	-0.3%
NC(=O)C1CCN(C(=O)c2cccc3ccccc23)CC1	-9%	.	.	.	.	.	-5.4%	-14%[20 µM]	.	2%	3%	-0.4%
C/C=C/c1ccc(OCCCNCC(C)O)c(OC)c1 (centres undefined)	-29%	1.4	-0.0096	1.7	-2.3	-5%	-2.6%	7%	2%	29%	-21%	-0.2%
CNNC(=O)C(=O)NNS(=O)(=O)c1ccccc1	-61%	-1.2	-0.19	-0.37	-0.67	25%	-0.8%	-24%	5%	7%	8%	0.3%
Nc1nonc1-c1nc2ccccc2n1Cc1ccc(F)cc1Cl	21%	-1.2	-0.38	-0.74	0.69	-3%	-3.0%	10%	-3%	1%	6%	-0.1%
COc1cccc(-c2cc(C(=O)NCCc3ccccc3)no2)c1	-111%	0.0028	-0.21	0.27	-0.36	3%	-13%	5%	5%	2%	6%	-0.1%

Source: PubChem
